Screening data: PubChem, Sanford-Burnham Center for Chemical Genomics
SENP8 inh: blocks human SENP8 cleavage of Nedd8 substrate; inhibition, % at 20 µM; 0.64% of 360,000 active; recombinant SENP8, Nedd8 substrate fluorescence; in the data active means inhibition mostly above about 40%, no sharp cut-off; inactive means mostly below about 27%
SENP7 inh: SENP7 protease inhibition | Q9BQF6 | recombinant SENP7, Z-RLRGG-aminoluciferin luminescence, 40 min | inhibition, % at 5 µM | 1.5% of 330,000 active;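 active means inhibition above about 50% at the single test dose, limit read from the data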;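 further: plate controls were DMSO with enzyme for no effect and no enzyme buffer wells for full effect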
MPTP inh: inhibitors of mitochondrial permeability transition pore; isolated mouse mitochondria, Ca2+ swelling absorbance, 30 min; inhibition, % at 10 µM; 1.4% of 360,000 active; AID 602449;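 active means inhibition of 50% or more, scaled per plate between neutral and stimulator controls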;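 further: 0% = DMSO wells given calcium and 100% = 1 mM EGTA wells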
GRIN3A LBD mod: NR3A (human) ligand-binding domain modulation; NR3A LBD differential scanning fluorimetry, Tm shift; 0% = protein alone, 100% = glycine-bound protein; Tm shift relative to glycine control, % at 25 µM; 2.5% of 340,000 active;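 active means melting temperature shift of at least 10% of the positive control shift, at one fixed dose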
ATG4B inh: blocks human ATG4B protease cleavage of LC3 substrate. Q9Y4P1. ATG4B cleavage of LC3-PLA2, NBD-HPC fluorescence, 1 h. inhibition, % at 8.33 µM. 0.51% of 340,000 active. AID 504462; in the data active means inhibition above about 40%
Target sequence (Q9Y4P1 whole entry, looked up): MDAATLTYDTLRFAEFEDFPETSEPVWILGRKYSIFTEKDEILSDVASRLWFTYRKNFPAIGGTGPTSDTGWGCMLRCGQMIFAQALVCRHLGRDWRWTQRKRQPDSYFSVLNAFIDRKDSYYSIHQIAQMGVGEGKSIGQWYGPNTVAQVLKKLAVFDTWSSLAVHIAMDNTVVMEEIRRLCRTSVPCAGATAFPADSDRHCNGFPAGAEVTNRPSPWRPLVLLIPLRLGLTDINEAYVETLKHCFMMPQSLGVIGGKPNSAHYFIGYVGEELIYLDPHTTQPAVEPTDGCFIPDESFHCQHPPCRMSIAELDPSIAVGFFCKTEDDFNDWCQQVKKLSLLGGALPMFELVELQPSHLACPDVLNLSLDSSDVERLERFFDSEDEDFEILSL
SENP6 inh: inhibitors of human SENP6 protease; inhibition, % at 10 µM; Q9GZR1; Recombinant SENP6 catalytic domain, aminoluciferin luminescence; 1.8% of 330,000 active;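 active means inhibition above about 50% at the single tested dose, limit read from the data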;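 further: plate controls were DMSO wells with enzyme for no effect and DMSO wells lacking enzyme for full effect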
Target sequence (Q9GZR1 628-1112 limits assumed): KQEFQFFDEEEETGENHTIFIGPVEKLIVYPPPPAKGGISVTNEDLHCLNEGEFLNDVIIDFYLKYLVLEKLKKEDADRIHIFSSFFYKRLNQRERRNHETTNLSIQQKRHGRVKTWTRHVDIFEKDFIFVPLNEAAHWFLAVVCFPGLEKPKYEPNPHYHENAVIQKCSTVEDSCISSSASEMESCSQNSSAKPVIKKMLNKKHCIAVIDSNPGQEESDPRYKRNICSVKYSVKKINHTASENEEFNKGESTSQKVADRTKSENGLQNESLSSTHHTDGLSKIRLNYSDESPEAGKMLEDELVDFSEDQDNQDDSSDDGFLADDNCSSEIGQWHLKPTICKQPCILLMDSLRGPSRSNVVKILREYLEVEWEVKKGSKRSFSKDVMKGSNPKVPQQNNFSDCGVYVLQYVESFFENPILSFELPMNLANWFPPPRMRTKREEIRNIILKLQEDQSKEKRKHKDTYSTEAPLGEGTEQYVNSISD
HKDC1 inhibitor: blocks human hexokinase HKDC1 activity | inhibition, % at 20 µM | 0.16% of 340,000 active | recombinant HKDC1, G6PDH/diaphorase resazurin coupled fluorescence;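 active means inhibition above about 35% when tested at 20 µM, limit read from the data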;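 further: plate controls were DMSO wells with enzyme for no effect and DMSO wells lacking enzyme for full effect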
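Material: recombinant HKDC1 hexokinase; Amount: HKDC1 at 5 µg/mL; Medium: Tris pH 8.0 buffer with MgCl2, Tween-20, BSA, BME; Schedule: 90 min reaction incubation at room temperature, dark; Technique: coupled resazurin fluorescence, excitation 525 nm, emission 613 nm.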
PfG6PD inh: PfG6PD (Plasmodium falciparum) enzyme inhibition | PfGluPho enzyme, NADPH resazurin-diaphorase fluorescence | inhibition, % at 20 µM | 0.78% of 350,000 active | AID 504690;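 active means inhibition reaching at least a set limit at 20 µM in the primary screen, cut at about 59% in these data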;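 further: 0% = DMSO wells with substrate and 100% = DMSO wells lacking glucose-6-phosphate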
* hit, by the source's call; i = inactive; nt = no result given.

SENP8 inh,SENP7 inh,MPTP inh,GRIN3A LBD mod,ATG4B inh,SENP6 inh,HKDC1 inhibitor,PfG6PD inh,SMILES
5,-7,0.8,-1,-5,-20,-2,-3,CC1=C(C(=O)OCc2ccccc2)C(c2cccc([N+](=O)[O-])c2)NC(=O)N1C (stereo unspecified)
-10,9,3.0,1,1,-9,2,-11,CC12CCC(=O)N1C(C(=O)Nc1nc(-c3ccc(F)cc3)cs1)CS2 (stereo unspecified)
11,1,1.1,0,2,-6,-3,-13,CCN(CC)S(=O)(=O)c1ccc(C)c(C)c1
7,5,1.3,4,-4,4,-3,-2,Cc1cccc(NC(=S)N2CCN(c3ccccc3F)CC2)c1C
-208,4,-0.5,0,-6,-10,6,13,Cc1nc2cccc(C(=O)NCc3ccccc3)c2o1
30,6,-2.4,-6,1,-24,22,10,CCOC(=O)c1c(C)oc2c1cc(NS(=O)(=O)c1ccc(C(=O)O)cc1)c1ccccc12
0,-5,-2.3,2,4,0,4,-8,CCOc1cc(C(=O)OCC(=O)Nc2ccc(F)cc2Cl)ccc1OCC(=O)N1CCOCC1
14,-1,0.3,-4,0,-12,-4,-9,CCOc1ccc(C(=O)N[C@H](C(=O)Nc2ccc(OC)c(S(=O)(=O)N3CCOCC3)c2)C(C)C)cc1
-5,-10,1.1,-1,-6,11,-5,9,COc1ccc(S(=O)(=O)Nc2cccc3c2O[C@H](CN(C)CC2CCCCC2)[C@@H](C)CN([C@H](C)CO)C3=O)cc1
17,-1,1.5,-2,1,-10,3,5,CCc1ccc(NC(=O)CSc2nc3ccccc3c(=O)n2CCCN2CCC(C)CC2)cc1
5,-5,-0.7,-3,-3,8,-13,8,CN(C)CCN1C(=O)c2oc3ccccc3c(=O)c2C1c1ccc(F)cc1 (stereo unspecified)
17,-5,2.0,0,-6,-3,-7,26,CS(=O)(=O)c1cccc(NC(=O)C2CC2)c1
14,3,0.1,1,-2,20,-3,3,COc1ccccc1CN1CCCC(N2CCN(c3ccccc3OC)CC2)C1 (stereo unspecified)
8,-4,-2.9,0,3,3,-1,-9,CN(CC(=O)NNC(=O)CNC(=O)c1cccs1)S(=O)(=O)c1ccc(Cl)cc1
7,-5,-1.6,-5,-13,0,-4,31,CC(C)Cn1c(N)c(C(=O)COC(=O)COc2cccc(C(F)(F)F)c2)c(=O)n(C)c1=O
-50,8,11,1,17,-21,2,7,CCOC(=O)C1CCN(c2nc3c(C)cccn3c(=O)c2/C=C(\C#N)S(=O)(=O)c2ccccc2)CC1
15,1,0.9,1,-14,-17,-10,4,O=S(=O)(c1ccccc1)c1nc(-c2ccco2)oc1N1CCOCC1
-6,-4,1.6,2,4,-6,0,-23,CCOC(=O)c1csc(-c2ccc(OC)c(OC)c2)n1
-312,0,-0.5,0,1,20,-3,-9,Nc1ccccc1C(=O)NCc1ccco1
9,5,0.2,nt,-6,8,-4,-5,Nc1nonc1-c1nc2ccccc2n1CC(=O)O
10,-8,-0.6,0,0,5,-3,-2,CN(/N=C/c1ccc(C(C)(C)C)cc1)C1=NCCN1
16,8,0.4,-2,4,-1,-6,-27,Cc1ccc(-c2nnn(CC(=O)NC3CCCc4ccccc43)n2)cc1 (stereo unspecified)
-271,8,15,-2,0,-5,4,-33,Cc1onc(-c2c(F)cccc2Cl)c1C(=O)Nc1nnc(-c2ccccc2)s1
31,-2,0.9,-1,-11,-22,3,-7,Cc1csc(SCc2c(C(=O)O)oc3ccccc23)n1
-83,-1,6.0,-1,-21,-5,-8,-1,Cc1cccc(CSc2ccc3nnc(-c4cccs4)n3n2)c1
-270,-9,-0.2,2,-3,-5,5,3,Cc1c(C)c2ccc(O)c(CN3CCCC3)c2oc1=O
15,-2,-2.3,0,-3,-4,5,-8,COc1ccc(OCC(=O)NS(=O)(=O)c2ccc(Cl)cc2)cc1
-18,8,-1.8,0,6,-2,-5,-12,NNC(=O)c1cc2ccccc2[nH]1
9,-5,-1.3,0,-2,-6,0,11,COc1cc(S(=O)(=O)Nc2ccccc2C(=O)N2CCCCC2)ccc1NC(C)=O
-492,-5,3.6,-10,-3,0,19,40,CC(=O)NC(c1cccs1)c1cc(Cl)c2ccccc2c1O (stereo unspecified)
7,-7,-0.8,-1,1,-1,-2,-2,COc1cc(C(=O)N2CCN(Cc3ccccc3C(F)(F)F)CC2)cc(OC)c1OC
20,0,3.9,2,0,23,10,-31,COc1cc(/C=C2/SC(=S)N(CC(=O)O)C2=O)ccc1OC(=O)c1cccs1

The last three records of the section before open the next one.
SENP8 inh,SENP7 inh,MPTP inh,GRIN3A LBD mod,ATG4B inh,SENP6 inh,HKDC1 inhibitor,PfG6PD inh,SMILES
-492,-5,3.6,-10,-3,0,19,40,CC(=O)NC(c1cccs1)c1cc(Cl)c2ccccc2c1O (stereo unspecified)
7,-7,-0.8,-1,1,-1,-2,-2,COc1cc(C(=O)N2CCN(Cc3ccccc3C(F)(F)F)CC2)cc(OC)c1OC
20,0,3.9,2,0,23,10,-31,COc1cc(/C=C2/SC(=S)N(CC(=O)O)C2=O)ccc1OC(=O)c1cccs1
6,4,0.1,-2,-5,3,-12,2,NC(=O)C[C@@H]1N[C@]2(C(=O)Nc3ccccc32)[C@@H]2C(=O)N(C3CCCCC3)C(=O)[C@H]12
2,-8,-0.9,1,3,-15,-2,-14,COc1cccc(C(=O)Nc2cc(C)nn2-c2ccccc2)c1OC
17,13,0.2,-2,-6,-6,-6,2,CCOc1ccc(S(=O)(=O)NCCC(=O)NC2CCC(C)CC2)cc1 (stereo unspecified)
6,-1,-1.9,1,-6,13,-3,-34,CCN(c1ccccc1)S(=O)(=O)c1ccc(C(=O)Nc2nnc(COC)o2)cc1
12,-6,2.7,2,-13,-5,-3,-1,Cc1cc(C)cc(N(CC(=O)NC2CCC(C)CC2)S(=O)(=O)c2c(C)[nH]c(=O)[nH]c2=O)c1 (stereo unspecified)
19,-1,10,22*,-32,3,-4,-27,CN(C)S(=O)(=O)c1ccc(S(=O)(=O)Nc2ccc3c(c2)oc2ccccc23)cc1
17,-11,1.0,nt,9,-9,4,2,Cc1nc([N+](=O)[O-])cn1CC(=O)c1ccc(OC(F)(F)F)cc1
2,-17,0.8,-3,-5,9,-7,8,CCC(=O)Nc1ccc(NC(=O)CSc2nnnn2-c2ccc(OC)cc2)cc1
-4,8,0.3,1,-11,-3,4,6,COc1ccc(OCc2cc(C(=O)NCCN3CCCC(O)C3)no2)c(Cl)c1 (stereo unspecified)
17,-6,-0.2,-2,-12,-21,-4,-3,Cc1ccc(S(=O)(=O)N(CC(=O)N2CCC(C)CC2)c2ccccc2)cc1
-7,8,-1.0,-1,0,4,-8,10,CCCCNc1cc(C)nc(N2CCOCC2)n1
i,-9,1.5,-11,-3,-9,-5,9,CCOC(=O)c1cc(-c2ccc(C#N)cc2)nc2c1c(C)nn2CCC#N
0,9,0.5,3,-10,-11,0,10,CCN=C1SC(C(=O)NCCc2ccccc2)CC(=O)N1CC (stereo unspecified)
18,10,-3.0,-3,3,-19,-2,11,CCCC(=O)Nc1ccc(Br)c(Cl)c1
-6,-7,-0.5,-1,-3,-7,2,18,CCN(CC)S(=O)(=O)c1ccc(/C=C/C(=O)OCC(=O)NCc2ccco2)cc1
-90,-5,1.5,0,-3,5,-4,-1,CC1(C)c2ccccc2-n2c1cc1oc(=O)cc(O)c1c2=O
-63,-8,-1.6,-3,3,11,5,-29,COc1ccc(-n2c(C)cc(/C=C3\C(=N)N4N=C(CC(=O)N5CCOCC5)SC4=NC3=O)c2C)cc1
15,-15,1.1,-2,-2,-6,-2,18,Cc1ccccc1OCCSc1nc2ccccc2n1CCC(=O)O
-35,-3,0.0,2,4,-10,-4,-9,O=C(N/N=C/c1coc2ccccc2c1=O)c1ccncc1
10,2,5.4,0,nt,15,2,13,COC(=O)[C@]1(C)N[C@H](CN(C)S(=O)(=O)c2ccc(-c3ccccc3)cc2)[C@@H]2C(=O)N(C)C(=O)[C@@H]21
7,-3,-0.4,-1,-3,-2,-14,10,Cc1ccc(NS(=O)(=O)c2ccc(CCC(=O)N3CCCC3)cc2)cc1
-223,5,-0.3,2,-3,-20,1,6,CN(C(=O)COC(=O)c1cc2ccccc2oc1=O)C1CCCCC1
14,0,1.6,0,8,-16,-7,8,Cc1ccccc1C(C(=O)NC1CCCCC1)N(C(=O)CNC(=O)c1ccco1)c1cccnc1 (stereo unspecified)
2,5,-1.3,-2,2,-11,-3,-1,Cc1ccc(CCN2CC(C(=O)NCCCN3CCN(C)CC3)CC2=O)cc1 (stereo unspecified)
16,4,0.9,-1,5,6,-5,-9,NS(=O)(=O)c1cccc(-n2cnnn2)c1
-392,101*,-0.4,-10,1,95*,11,3,COc1ccc(-c2ccc3sc4ccccc4c(=O)c3c2)cn1
16,4,0.9,-2,4,-1,-6,-15,CCCCCNCc1ccc(Br)cc1
21,7,0.1,3,2,-10,0,-1,Cc1ccc(OCCC(=O)NNC(=O)c2cc(C)oc2C)cc1
2,-2,-1.9,5,-4,-5,1,-3,O=C(NCCC1=CCCCC1)C1CCN(S(=O)(=O)N2CCCC2)CC1
-11,1,2.9,0,-8,5,-3,9,Cc1ccc(NC(=S)NCc2ccc3c(c2)cc(C)n3C)c(C)c1
22,-11,0.0,-2,15,-18,-1,-13,O=c1c2cn(Cc3ccc(F)cc3)c3ccccc3c-2nn1Cc1ccc(F)cc1
0,nt,-0.8,-1,0,nt,-8,0,CCOC(=O)c1ccc(NC(=O)CN2CCN(CCN=CC3=C(O)CC(C)(C)CC3=O)CC2)cc1
12,7,0.3,0,-5,-13,0,5,CCOc1ccc(-n2c(SCC(N)=O)nnc2-c2ccco2)cc1
7,-2,-3.0,-3,-2,-20,3,-17,CCc1ccc(NS(=O)(=O)c2ccc3[nH]c(=O)[nH]c3c2)cc1

Grouped by structure: the entries above with an aryl methoxy group
SENP8 inh,SENP7 inh,MPTP inh,GRIN3A LBD mod,ATG4B inh,SENP6 inh,HKDC1 inhibitor,PfG6PD inh,SMILES
14,-1,0.3,-4,0,-12,-4,-9,CCOc1ccc(C(=O)N[C@H](C(=O)Nc2ccc(OC)c(S(=O)(=O)N3CCOCC3)c2)C(C)C)cc1
-5,-10,1.1,-1,-6,11,-5,9,COc1ccc(S(=O)(=O)Nc2cccc3c2O[C@H](CN(C)CC2CCCCC2)[C@@H](C)CN([C@H](C)CO)C3=O)cc1
14,3,0.1,1,-2,20,-3,3,COc1ccccc1CN1CCCC(N2CCN(c3ccccc3OC)CC2)C1 (stereo unspecified)
-6,-4,1.6,2,4,-6,0,-23,CCOC(=O)c1csc(-c2ccc(OC)c(OC)c2)n1
15,-2,-2.3,0,-3,-4,5,-8,COc1ccc(OCC(=O)NS(=O)(=O)c2ccc(Cl)cc2)cc1
9,-5,-1.3,0,-2,-6,0,11,COc1cc(S(=O)(=O)Nc2ccccc2C(=O)N2CCCCC2)ccc1NC(C)=O
7,-7,-0.8,-1,1,-1,-2,-2,COc1cc(C(=O)N2CCN(Cc3ccccc3C(F)(F)F)CC2)cc(OC)c1OC
20,0,3.9,2,0,23,10,-31,COc1cc(/C=C2/SC(=S)N(CC(=O)O)C2=O)ccc1OC(=O)c1cccs1
2,-8,-0.9,1,3,-15,-2,-14,COc1cccc(C(=O)Nc2cc(C)nn2-c2ccccc2)c1OC
2,-17,0.8,-3,-5,9,-7,8,CCC(=O)Nc1ccc(NC(=O)CSc2nnnn2-c2ccc(OC)cc2)cc1
-4,8,0.3,1,-11,-3,4,6,COc1ccc(OCc2cc(C(=O)NCCN3CCCC(O)C3)no2)c(Cl)c1 (stereo unspecified)
-63,-8,-1.6,-3,3,11,5,-29,COc1ccc(-n2c(C)cc(/C=C3\C(=N)N4N=C(CC(=O)N5CCOCC5)SC4=NC3=O)c2C)cc1
-392,101*,-0.4,-10,1,95*,11,3,COc1ccc(-c2ccc3sc4ccccc4c(=O)c3c2)cn1
